Source: PubChem BioAssay (several laboratories)
M17LAP inhibition = P. falciparum M17LAP inhibitors, primary screen, biochemical, fluorogenic H-Leu-NHMec substrate, 1536-well (AID 1619); recombinant M17LAP, H-Leu-NHMec fluorogenic kinetic assay; higher % means a stronger effect; inhibition, % at 30 µM, or IC50 in µM where a hit was titrated; hit rate 0.38% among 220,000;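 active means compound inhibiting the enzyme by more than half at any dose during confirmatory dose-response retesting; inconclusive means strong single-dose inhibitors picked by rank but not retested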;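 further: plate controls were full reaction with DMSO carrier for no effect and no enzyme background for full effect; strong numbers were not always called active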
M1AAP inhibition = malaria alanyl aminopeptidase activity blockers – biochemical, fluorogenic H-Leu-NHMec substrate, 1536-well (AID 1445) | hit rate 0.42% among 220,000 | inhibition, % at 30 µM; hits with a dose series show IC50 in µM | recombinant M1AAP, H-Leu-NHMec fluorogenic kinetic assay; higher % means a stronger effect;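 active means primary inhibition above the hit cutoff, then over 50% inhibition at one or more dose response concentrations, cut at about 23% in these data, passing the limit was not always enough; inconclusive means conflicting primary data, or primary hits not chosen for dose response; inactive means low primary inhibition, or under 50% at every dose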;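 further: plate controls were DMSO full reaction for no effect and no enzyme background for full effect; strong numbers were not always called active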
TNAP activation fold = human TNAP enzyme activators, primary screen, biochemical, luminescent, no phosphate acceptor, uHTS (AID 1001). purified TNAP, luminescent activation assay, no phosphate acceptor; higher activation fold means a stronger effect. hit rate 0.03% among 200,000. one-dose activation fold at 20 µM; EC50 in µM for titrated hits; in the data active means activation fold from about 3, or a potency from the dose series; inactive means the rest, 99 in 100 with activation fold below about 1.6; further: many of its hits are not listed in these tables
human PMI inhibition = MPI enzyme activity inhibition – biochemical, fluorescence intensity, coupled assay, primary screen (AID 1209). purified PMI enzyme, coupled fluorescence intensity; higher % means a stronger effect. inhibition, % at 20 µM; hits with a dose series show IC50 in µM. hit rate 0.42% among 190,000;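 further: plate controls were DMSO vehicle for no effect and wells lacking substrate for full effect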
LYP inhibition = PTPN22 lymphoid phosphatase activity blockers – biochemical, fluorescence intensity, uHTS (AID 1779); recombinant LYP phosphatase, fluorescence intensity; higher % means a stronger effect; inhibition, % at 11.5 µM, or IC50 in µM where a hit was titrated; hit rate 0.054% among 290,000;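 further: plate controls were vehicle with enzyme for no effect and no enzyme for full effect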
Myeloid diff 2 = compounds promoting myeloid differentiation; ER-HoxA9 myeloid progenitors, lysozyme-GFP differentiation, flow cytometry; calls only at 10 µM; hit rate 1% among 360,000; AID 624256;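 active means normalized GFP-positive differentiation at or above the plate's own cutoff, the solvent-only control mean plus 3 SD; inconclusive means no clear call, values can overlap the other calls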;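 further: cells exposed to compound for four days before flow analysis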
PMI inhibition = human PMI inhibitors, high substrate, primary screen, biochemical, fluorescence intensity, high mannose 6-phosphate (AID 1220); recombinant PMI enzyme, coupled fluorescence intensity; higher % means a stronger effect; hit rate 0.66% among 190,000; inhibition, % at 20 µM, or IC50 in µM where a hit was titrated
XIAP displacement = small molecules displacing peptide from XIAP – biochemical, IAP family, fluorescence polarization (AID 1018). XIAP BIR domain, fluorescence polarization peptide displacement; higher % means a stronger effect. displacement, % at 20 µM; hits with a dose series show IC50 in µM. hit rate 0.007% among 200,000; in the data active means displacement above about 50%; further: a part of the inactive calls stands beside numbers as strong as those of hits
CSM14.1 death rescue = protection against thapsigargin-triggered cell killing – 384-well, CSM14.1, ATP luminescence, primary screen (AID 1222) | CSM14.1 thapsigargin-induced death rescue, ATP luminescence; higher % means a stronger effect | cellular ATP content (survival), % at 20 µM; hits with a dose series show EC50 in µM | 190,000 tested, under 10 active;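 active means EC50 below 50 µM in the dose-response confirmation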;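 further: death triggered by thapsigargin at about 15 µM added after 2 h compound pretreatment; cell ATP read after overnight thapsigargin exposure of roughly 18 to 22 hours; normalized against plate controls of thapsigargin alone and 5% DMSO vehicle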
Myeloid diff 2 GFP+ MAC1+ % = also measured in Myeloid diff 2; calls as there; GFP+ MAC1+ double positive, %; measured here: differentiation confirmed by MAC1 staining
* hit, by the source's call; i = inactive; ? = inconclusive; . = no result given. Unless noted, no stated cut-off is given here; in the data, active means inhibition above about 50%; inactive means the rest. Random draw from the library (roughly 2.7% active in at least one column).

SMILES	M17LAP inhibition	M1AAP inhibition	TNAP activation fold	human PMI inhibition	LYP inhibition	Myeloid diff 2	Myeloid diff 2 GFP+ MAC1+ %	PMI inhibition	XIAP displacement	CSM14.1 death rescue
COC(=O)C1=C(N)Oc2cc(C)n(Cc3cccnc3)c(=O)c2C1c1ccccc1OC (stereo not drawn)	12%	2%	1.1	-6%	-5%	i	1.2	-9%	-4.8%	0.0%
Cn1c(Cn2c(=O)sc3ccccc32)nnc1SCC(=O)NCc1ccccc1	-4%	8%	1.1	11%	-6%	i	2.6	8%	-8.5%	2.8%
CN(C)c1ccc(NC(=S)N2CCN(c3ncc(C(F)(F)F)cc3Cl)CC2)cc1	-1%	-13%	.	.	-7%	i	0.4	.	.	.
Cc1cccc(OCCCC(=O)Nc2ccc(N(C)C)cc2)c1	-23%	4%	1.1	15%	-3%	i	0.5	17%	-5.4%	-2.7%
S=c1[nH]nc(-c2ccc(Cl)cc2)n1Cc1ccccc1	4%	-1%	0.8	14%	1%	i	7.0	9%	-6.5%	-2.1%
O=C(COc1ccccc1)c1cn(CC(=O)N2CCOCC2)c2ccccc12	25%	5%	1.1	7%	-5%	i	0.8	0%	-4.0%	-1.2%
O=P(O)(CCc1ccncc1)CN1CCCCC1	-6%	0%	1.2	-3%	-7%	i	11	-3%	-2.5%	-1.0%
COc1cccc(-n2c(N)c(-c3nc4ccccc4[nH]3)sc2=S)c1	-2%	-4%	1.1	32%	-2%	i	0.3	34%	-14%	-0.3%
Cc1c(C(=O)Nc2ccccc2)cn2c(nc3ccccc32)c1C#N	1%	6%	1.2	8%	-3%	i	0.3	12%	-11%	1.6%
Cc1ccccc1CSCCNC(=O)CN(c1ccc2c(c1)OCO2)S(C)(=O)=O	0%	7%	1	8%	-6%	i	0.8	4%	-5.4%	3.5%
C#CCN1C(=O)C(O)(CC(=O)c2ccc(OC)c(OC)c2)c2ccccc21 (stereo not drawn)	14%	-5%	1	18%	-4%	i	1.1	13%	-0.8%	-0.7%
COc1ccc(C2NC(=O)NC(O)(C(F)(F)F)C2C(=O)c2ccccc2)cc1OC (stereo not drawn)	4%	7%	1.1	1%	-9%	i	0.6	-1%	-4.1%	-0.7%
O=C(CSc1nc2ccccc2c(=O)n1C1CC1)NCc1ccccc1	13%	1%	1.1	2%	-9%	i	0.7	4%	-4.4%	1.1%
COc1ccc(NS(=O)(=O)c2cc(C)ccc2C)cc1	-13%	3%	1	2%	-11%	i	0.2	0%	-7.8%	1.1%
CNC(=O)NC(=O)C(OC(=O)c1cccc(S(=O)(=O)N2CCCCC2)c1)c1ccccc1 (stereo not drawn)	-2%	-5%	1	21%	9%	i	0.9	15%	-12%	-1.2%
Cc1c(O)c(=O)ccn1Cc1ccccc1	16%	-1%	1	12%	-3%	i	0.8	-15%	-2.2%	-5.3%
O=C(CCn1c(=O)oc2ccccc21)Nc1ccc2c(c1)OCCO2	12%	-5%	.	.	-7%	i	1.5	.	.	.
COc1ccc(-n2c(=S)[nH]c3sc4c(c3c2=O)CCc2ccccc2-4)cc1	-3%	15%	1	58%*	-2%	.	.	26µM*	-11%	-3.1%
O=C(CN1CCN(S(=O)(=O)c2ccc(Br)cc2)CC1)N/N=C/c1ccc(Br)s1	2%	2%	1.1	-16%	6%	.	.	-11%	0.2%	-0.3%
COc1ccc(C(C(=O)Nc2ccc(C(C)C)cc2)N(C)C(=O)c2ccc(=O)[nH]c2)cc1 (stereo not drawn)	24%	-1%	1.1	-3%	-2%	i	0.3	-10%	-5.1%	1.5%
c1ccc(Cc2nnc3sc(-c4ccncc4)nn23)cc1	-4%	2%	1.1	37%	-3%	i	0.4	9%	-5.0%	1.0%
O=C1c2ccccc2NC(c2ccccc2O)N1NS(=O)(=O)c1ccccc1 (stereo not drawn)	26%	2%	1.1	7%	-10%	.	.	7%	-7.5%	19%
COC(=O)C1=C(C)OC(N)=C(C#N)C1C1CCCCC1 (stereo not drawn)	-18%	-3%	1	-10%	3%	i	8.1	4%	-1.2%	1.7%
O=C(CNC(=O)C1CCCCC1)Nc1cc(Cl)cc(Cl)c1	5%	-3%	1.1	13%	6%	i	2.1	16%	-2.6%	-0.7%
COC(=O)c1ccc(OS(=O)(=O)N(C)C)cc1	-3%	0%	1	4%	-2%	i	0.2	4%	-11%	.
COc1ccc(-c2cc(C(F)(F)F)n3nc(C)cc3n2)cc1	-4%	7%	1.1	14%	-6%	i	1.0	15%	-7.7%	2.4%
COc1cc(OC)cc(-c2nnc(SCC(=O)N3CCCCC3)o2)c1	4%	19%	1	3%	0%	i	2.6	2%	-8.4%	.
Cc1cc(C)n(-c2nc(N(c3ccccc3)c3ccccc3)nc(-n3nc(C)cc3C)n2)n1	-11%	-2%	1	2%	3%	i	0.0	8%	-3.0%	1.2%
CC(NCc1cccs1)C(=O)NC1CCCCC1 (stereo not drawn)	29%	9%	1.1	0%	0%	i	0.8	4%	-5.8%	-1.2%
COc1ccc(C(C)n2c(C)c3c(C)nnc(C)c3c2C)cc1 (stereo not drawn)	-5%	0%	1	7%	4%	i	7.1	16%	-5.0%	7.4%
COc1ccc(C(c2sc3nc(C)nn3c2O)N2CCC(O)CC2)cc1OC (stereo not drawn)	15%	0%	1	-2%	-4%	i	2.5	0%	-5.7%	-0.5%
COc1ccc(-c2ccc(-c3noc(-c4ccc(OC)c(OC)c4)n3)c(OC)n2)cc1	.	.	1.1	3%	-4%	.	.	0%	-6.1%	-1.4%
COc1cc(C(=O)NCc2nnc(SCC(=O)Nc3cc(C)on3)o2)cc(OC)c1OC	6%	-3%	1	5%	-5%	i	0.3	8%	-5.8%	1.0%
O=C(CC1Oc2ccc(Cl)cc2NC1=O)NC1CCCCCC1 (stereo not drawn)	-4%	6%	1	6%	-2%	i	1.6	4%	-5.3%	.
COc1cc(C)c(S(=O)(=O)N2CCOCC2)c(C)c1C	1%	1%	1.1	10%	-12%	i	0.2	9%	-9.3%	1.7%
O=c1n(-c2cccc(Cl)c2)c(=O)n2n1CCC2	-1%	-5%	1	8%	5%	i	0.3	12%	-23%	-0.3%
O=c1c2ccccc2nc(-c2cccc(Cl)c2)n1O	21%	26%*	1.2	-2%	1%	i	5.4	-12%	0.1%	.
Cc1ccc(N2C(=O)C3C(c4ccccc4)(C2=O)C3(c2ccccc2)c2ccccc2)cc1 (stereo not drawn)	-10%	3%	1	-1%	7%	i	2.7	5%	-3.8%	1.1%
CC1=C(C(=O)Nc2nc3ccccc3s2)C(c2ccco2)C(C#N)=C(SCC(=O)NC2CCCCC2)N1 (stereo not drawn)	-16%	6%	1.2	-15%	0%	i	1.2	-11%	-5.6%	-0.8%
COc1ccc(S(=O)(=O)N/N=C\c2ccc(OC)c(COc3ccc(C)cc3[N+](=O)[O-])c2)cc1	6%	6%	1	-3%	-1%	i	1.2	-2%	-7.3%	-1.2%
Cc1nc2ccccn2c1C(=O)NC1CCCc2ccccc21 (stereo not drawn)	5%	1%	1	8%	-6%	i	0.3	9%	-7.9%	2.0%
CCOC(=O)CN=C/C(C(=O)Nc1nccs1)=C(/C)O	10%	5%	1.2	-1%	-7%	i	0.2	-2%	0.3%	0.3%
O=C(CCN1CCc2ccccc2C1)Nc1ccc2c(c1)OCO2	1%	4%	1.1	18%	-5%	?	.	14%	-4.2%	0.1%
COc1ccc(CCNC(=O)CN(c2cc([N+](=O)[O-])ccc2OC)S(C)(=O)=O)cc1OC	4%	0%	1	-9%	5%	i	0.5	-2%	-2.9%	-2.2%
O=C(NCCCN1CCOCC1)C1CC(=O)N(CCc2ccccc2)C1 (stereo not drawn)	3%	-4%	1.1	8%	-5%	i	1.3	0%	-4.7%	.
CC1(C)CC(=O)c2cnc(NC(=O)CCc3ccccc3)nc2C1	6%	2%	1.1	4%	-6%	i	0.5	1%	-3.2%	-2.6%
OC1CCCN(Cc2nc(Cc3ccccc3Cl)no2)C1 (stereo not drawn)	11%	-3%	1	4%	0%	i	0.9	4%	-8.2%	-2.0%

Among those listed so far, these have a halogen:
SMILES	M17LAP inhibition	M1AAP inhibition	TNAP activation fold	human PMI inhibition	LYP inhibition	Myeloid diff 2	Myeloid diff 2 GFP+ MAC1+ %	PMI inhibition	XIAP displacement	CSM14.1 death rescue
CN(C)c1ccc(NC(=S)N2CCN(c3ncc(C(F)(F)F)cc3Cl)CC2)cc1	-1%	-13%	.	.	-7%	i	0.4	.	.	.
S=c1[nH]nc(-c2ccc(Cl)cc2)n1Cc1ccccc1	4%	-1%	0.8	14%	1%	i	7.0	9%	-6.5%	-2.1%
COc1ccc(C2NC(=O)NC(O)(C(F)(F)F)C2C(=O)c2ccccc2)cc1OC (stereo not drawn)	4%	7%	1.1	1%	-9%	i	0.6	-1%	-4.1%	-0.7%
O=C(CN1CCN(S(=O)(=O)c2ccc(Br)cc2)CC1)N/N=C/c1ccc(Br)s1	2%	2%	1.1	-16%	6%	.	.	-11%	0.2%	-0.3%
O=C(CNC(=O)C1CCCCC1)Nc1cc(Cl)cc(Cl)c1	5%	-3%	1.1	13%	6%	i	2.1	16%	-2.6%	-0.7%
COc1ccc(-c2cc(C(F)(F)F)n3nc(C)cc3n2)cc1	-4%	7%	1.1	14%	-6%	i	1.0	15%	-7.7%	2.4%
O=C(CC1Oc2ccc(Cl)cc2NC1=O)NC1CCCCCC1 (stereo not drawn)	-4%	6%	1	6%	-2%	i	1.6	4%	-5.3%	.
O=c1n(-c2cccc(Cl)c2)c(=O)n2n1CCC2	-1%	-5%	1	8%	5%	i	0.3	12%	-23%	-0.3%
O=c1c2ccccc2nc(-c2cccc(Cl)c2)n1O	21%	26%*	1.2	-2%	1%	i	5.4	-12%	0.1%	.
OC1CCCN(Cc2nc(Cc3ccccc3Cl)no2)C1 (stereo not drawn)	11%	-3%	1	4%	0%	i	0.9	4%	-8.2%	-2.0%
